# High-throughput results from PubChem.
# SIRT5 inh – inhibitors of human sirtuin-5 desuccinylase; Q9NXA8; Purified SirT5, succinyl-peptide AMC, trypsin-coupled fluorescence; inhibition, % at 15 µM; 1.1% of 330,000 active; AID 652115; in the data active = inhibition above about 15%; inconclusive = no clear call, values can overlap the other calls
# Target sequence (Q9NXA8 whole entry, looked up): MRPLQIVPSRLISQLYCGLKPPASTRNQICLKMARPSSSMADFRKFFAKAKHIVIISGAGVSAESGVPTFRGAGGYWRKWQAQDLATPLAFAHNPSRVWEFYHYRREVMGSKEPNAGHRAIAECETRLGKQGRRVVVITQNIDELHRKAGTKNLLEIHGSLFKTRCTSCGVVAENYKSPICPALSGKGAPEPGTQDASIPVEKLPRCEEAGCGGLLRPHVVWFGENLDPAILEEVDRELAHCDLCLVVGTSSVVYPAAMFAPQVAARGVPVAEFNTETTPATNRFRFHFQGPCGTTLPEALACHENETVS
# DENV2 CPE rescue – inhibitors of DENV2 cytopathic effect | CPE inhibition, % at 9.99 µM | AID 651640 | DENV2-infected cells, cytopathic effect rescue, plate reader | 1.7% of 350,000 active; in the data active = CPE inhibition above about 20%, passing the limit was not always enough; inconclusive = no clear call, values can overlap the other calls; tested in BHK-21 cells;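 also: 0% = median of neutral control wells and 100% = median of positive control wells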
# ARNT-TACC3 inh – ARNT/TACC3 interaction disruption. inhibition, % at 9.99 µM. Q9Y6A5. AlphaScreen His-ARNT PAS-B/GST-TACC3 binding, luminescence; TACC3 fragment carries E629A point mutation. 0.66% of 390,000 active;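 active = mean inhibition of replicates at least 50% and at least half of replicates each reaching 50%; inconclusive = half or more replicates reach 50% but mean below 50%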;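 also: 0% = complete ARNT plus TACC3 wells and 100% = ARNT alone without TACC3; many hits fall short of the cut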
# CASP6 VEID inh – inhibitors of human caspase-6 | purified caspase-6, Z-VEID-R110 cleavage fluorescence | inhibition, % at 12.5 µM | 0.53% of 350,000 active;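 active = mean inhibition across replicates at least about 35%, with every replicate also reaching that limit, limit read from the data; inconclusive = only one of the two criteria met; inactive = neither criterion met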;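 also: 0% = median of neutral control wells and 100% = no fluorescence left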
# Target sequence (P55212 24-179 limits assumed): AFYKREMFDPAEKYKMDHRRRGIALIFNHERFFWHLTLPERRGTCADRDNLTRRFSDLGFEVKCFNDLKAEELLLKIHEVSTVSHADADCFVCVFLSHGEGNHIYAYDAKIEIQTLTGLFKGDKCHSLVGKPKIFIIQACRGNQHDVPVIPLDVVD
# Target sequence (P55212 194-293 limits assumed): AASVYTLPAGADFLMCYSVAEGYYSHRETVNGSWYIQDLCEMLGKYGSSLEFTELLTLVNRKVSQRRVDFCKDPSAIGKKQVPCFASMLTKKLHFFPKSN
# LGR2 antag – blocks bursicon-induced cAMP signaling via Drosophila LGR2; HEK293 LGR2, CRE-luciferase, bursicon-stimulated, 4 h; inhibition, % at 9.99 µM; 0.35% of 380,000 active;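 active = drop in luminescence signal, shown as inhibition above about 50% in the replicate tests, limit read from the data, passing the limit was not always enough; inconclusive = probably only some replicates passing the limit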;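 also: agonist challenge used bursicon conditioned medium at about half maximal strength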
# EWS-Fli inh – EWS/Fli transcriptional activity inhibition. AID 651661. 0.67% of 350,000 active. A673 NR0B1-luciferase reporter, viability-normalised. inhibition, % at 12.6 µM;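 active = mean inhibition of at least 50% after viability correction, with every replicate also passing that limit; inconclusive = mean reaches 50% but only one of two replicates passes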;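 also: firefly luciferase signal divided by Alamar Blue viability fluorescence both relative to DMSO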
# PAX8 inh HTS – PAX8 transcriptional activity inhibition; RMG-I TPO-luciferase reporter, SteadyGlo, 24 h; inhibition, % at 12.6 µM; 1.2% of 360,000 active;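 active = mean replicate inhibition at least 60% with every replicate also reaching 60%; inconclusive = only one of the two criteria is met; inactive = mean below 60% and not all replicates reaching 60%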;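 also: luciferase light reporting Pax8 driven TPO promoter activity; plate controls were median of neutral control wells for no effect and mitoxantrone controls for full effect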
# Active calls of the source: *; ? = inconclusive; / = not tested or not shown.
# Start of the listing, in advance:
no.	SMILES	ARNT-TACC3 inh	EWS-Fli inh	SIRT5 inh	CASP6 VEID inh	PAX8 inh HTS	DENV2 CPE rescue	LGR2 antag
1	CCOc1ccc(OCCC(=O)OCC(=O)Nc2cccc(S(=O)(=O)N3CCCCC3)c2)cc1	/	-3	-3	1	8	6	3
2	CCCN1[C@@H]2c3ccc(-c4ccccc4)c(=O)n3C[C@@H]2[C@@H](CO)[C@@H]1C(=O)NCCc1cn(C)cn1	26	11	10	-3	17	-3	12
3	CC(C)NC(=O)N(C)C[C@@H]1Oc2ncc(C3=CCCCC3)cc2C(=O)N([C@@H](C)CO)C[C@H]1C	-12	15	2	-4	-6	-8	8
4	CC(C)NC(=O)N1[C@H](CO)[C@@H](c2ccc(C#CC3CCCC3)cc2)[C@@H]1C#N	0	13	3	0	19	0	14
5	COCC(=O)N1[C@H](C#N)[C@H](c2ccccc2C2=CCCC2)[C@@H]1CO	/	1	5	1	-8	-4	9
6	O=C(/C=C/c1ccc(OCc2cccc(Cl)c2)cc1)N1CCOCC1	2	-34	3	8	4	11	-26

# The whole of this part (from the top)
no.	SMILES	ARNT-TACC3 inh	EWS-Fli inh	SIRT5 inh	CASP6 VEID inh	PAX8 inh HTS	DENV2 CPE rescue	LGR2 antag
1	CCOc1ccc(OCCC(=O)OCC(=O)Nc2cccc(S(=O)(=O)N3CCCCC3)c2)cc1	/	-3	-3	1	8	6	3
2	CCCN1[C@@H]2c3ccc(-c4ccccc4)c(=O)n3C[C@@H]2[C@@H](CO)[C@@H]1C(=O)NCCc1cn(C)cn1	26	11	10	-3	17	-3	12
3	CC(C)NC(=O)N(C)C[C@@H]1Oc2ncc(C3=CCCCC3)cc2C(=O)N([C@@H](C)CO)C[C@H]1C	-12	15	2	-4	-6	-8	8
4	CC(C)NC(=O)N1[C@H](CO)[C@@H](c2ccc(C#CC3CCCC3)cc2)[C@@H]1C#N	0	13	3	0	19	0	14
5	COCC(=O)N1[C@H](C#N)[C@H](c2ccccc2C2=CCCC2)[C@@H]1CO	/	1	5	1	-8	-4	9
6	O=C(/C=C/c1ccc(OCc2cccc(Cl)c2)cc1)N1CCOCC1	2	-34	3	8	4	11	-26
7	C[C@@H]1CN([C@H](C)CO)C(=O)c2cc(NC(=O)Nc3ccc(C(F)(F)F)cc3)ccc2O[C@@H]1CN(C)C	0	1	3	-5	6	9	5
8	C[C@H]1CN([C@@H](C)CO)C(=O)Cc2cc(NS(=O)(=O)c3cccs3)ccc2O[C@H]1CN(C)C(=O)Nc1ccc(F)cc1	1	0	-2	-1	14	1	-4
9	Cc1ccc(Cn2c(/C=C/c3ccco3)nc3ccccc32)cc1	-6	/	/	/	-174	/	-80
10	CCSc1nc2sc3c(c2c(=O)n1-c1ccccc1)CCN(C)C3	3	19	-2	-2	14	2	3
11	O=C(C[C@H]1CC[C@@H]2[C@H](COC[C@H](O)CN2C(=O)Nc2ccc(Cl)cc2)O1)NCC1CC1	10	7	1	-1	-32	-1	-7
12	Cc1cc(SCC(=O)N(C)C2CCS(=O)(=O)C2)nc2c(C)cccc12 (stereo unspecified)	-9	8	2	/	15	0	18
13	C[C@@H]1CN([C@@H](C)CO)C(=O)c2cc(NC(=O)Nc3ccc(F)cc3)ccc2O[C@H]1CN(C)C(=O)Nc1ccccc1	10	-1	6	2	/	18	3
14	CCc1ccccc1NC(=O)Cn1c(=O)n(-c2ccc(CC(=O)NCC3CCCO3)cc2)c(=O)c2ccccc21 (stereo unspecified)	-1	5	0	0	16	-3	15
15	Cc1noc(C)c1S(=O)(=O)Nc1ccc2c(c1)C(=O)N([C@H](C)CO)C[C@H](C)[C@@H](CN(C)S(=O)(=O)c1cn(C)cn1)OCCCC[C@@H](C)O2	-18	-4	-2	-2	-1	-10	-6
16	COc1ccc(CCNC(=O)CSCc2c(F)cccc2Cl)cc1OC	2	-2	9	-4	-14	-1	-5
17	Cc1ccc(C(=O)NCCN2CCC(n3c(=O)[nH]c4ccccc43)CC2)cc1C	/	-1	1	-2	-25	8	/
18	O=C([C@@H]1[C@@H](CO)[C@@H]2Cn3c(ccc(-c4ccccc4F)c3=O)[C@H]1N2C(=O)C1CCC1)N1CCOCC1	-1	0	-10	1	/	3	1
19	COc1cc(/C=N/NC(=O)c2ccc3c(c2)OCCO3)c(Br)c(Br)c1O	-4	-7	0	4	-6	14	2
20	O=C(COC(=O)c1ccc(O)cc1)Nc1ccccc1	-7	-17	-4	1	-6	0	-2
21	COC(=O)c1cccc(S(=O)(=O)N2CCCC2)c1	12	/	/	/	-24	/	0
22	O=C1CNC(c2ccccc2)C(c2ccccc2)N1 (stereo unspecified)	/	4	-4	2	-6	-6	36
23	CCOC(=O)c1c(C)oc2c1c(C=NCc1ccccn1)c(O)c1ccccc12	48*	-21	-3	60*	-5	-8	/
24	Cc1ccc(OCC(O)CN2CCN(c3ccccn3)CC2)c(C)c1 (stereo unspecified)	1	9	0	-4	-2	/	-5
25	CCN(C[C@H]1N[C@@](C)(C(=O)OC)[C@H]2C(=O)N(Cc3ccccc3)C(=O)[C@@H]12)C(=O)COC	3	-7	-1	6	-11	3	-3
26	C[C@H](NC(=O)c1nc[nH]c1C(=O)NCc1ccccc1)C(=O)OC(C)(C)C	10	4	2	-3	-12	-2	3
27	C=CC[C@H]1CC(C)=C[C@H](CC=C)N1	-9	4	-9	/	12	/	29
28	CCC(=O)N1[C@H](CO)[C@H]2c3ccccc3N(C(=O)Nc3cccc(Cl)c3)C[C@H]21	-4	-3	2	4	-1	-12	12
29	COc1ccc(C(=O)COC(=O)C(C)N2C(=O)C3C4CCC(C4)C3C2=O)cc1 (stereo unspecified)	/	6	-3	-3	-9	4	-13
30	Cc1ccc(C)c(OCC(O)CNC2CCCC2)c1 (stereo unspecified)	0	11	-3	-2	-16	?	0
31	CCC(=O)N1CCN(c2ccccc2NC(=O)c2ccc(-c3cccc([N+](=O)[O-])c3)o2)CC1	/	-3	-2	-2	-3	2	20
32	C[C@@H]1CN([C@H](C)CO)C(=O)c2cc(NC(=O)C3CC3)ccc2O[C@H]1CN(C)Cc1ccc(Cl)c(Cl)c1	-2	-10	6	/	/	-9	-3
33	CC(=O)Nc1cc2c(cc1NC(=O)Cn1nc(-c3ccccc3)ccc1=O)OCCO2	-8	-2	-1	-1	6	-2	0
34	Cc1ccc(S(=O)(=O)N2CCN(CC(=O)N/N=C/c3ccccc3OCC(=O)O)CC2)cc1	/	6	-1	17	1	-2	4
35	C[C@H](CO)N1C[C@H](C)[C@@H](CN(C)Cc2ccccc2)Oc2ccc(NC(=O)c3ccncc3)cc2CC1=O	22	-7	3	-2	-5	-2	-21
36	Cc1ccc(NC(=O)CN2CCN(C)CC2)cc1S(=O)(=O)N1CCOCC1	-1	0	-1	-170	2	1	-6
37	C[C@@H]1CN([C@@H](C)CO)C(=O)c2cc(-c3cccc(F)c3)cnc2O[C@@H]1CN(C)C(=O)C1CCCCC1	6	-14	-2	0	/	10	8
38	O=C(Nc1ccccc1)N1C[C@@H]2[C@H](c3ccccc31)[C@@H](CO)N2C(=O)c1ccccc1F	-1	-10	-1	-2	-8	0	-9
39	COc1ccc2c3c([nH]c2c1)[C@@H](CO)N(C(=O)c1ccccc1)CC31CCN(C(=O)CC2CC2)CC1	/	11	/	/	/	-1	-11
40	Cc1cc2ncc(S(C)(=O)=O)c(N)n2n1	3	4	0	-1	1	9	2
41	COC(=O)CC1COc2ccccc2N1C(=O)/C=C/c1ccccc1 (stereo unspecified)	-1	1	-2	1	7	-5	-6
42	CSc1nc2sccc2c(=O)[nH]1	-3	9	0	1	-10	?	/
43	COCCN(CCOC)Cc1cc(=O)oc2cc(C)c(Cl)cc12	/	6	-4	3	-20	4	-36
44	COc1ccc(CCNC(=O)C/C(C)=N/NC(=O)C(c2ccccc2)c2ccccc2)cc1OC	1	17	-1	0	14	5	6
45	CC(=O)NC(NC(C)=O)c1ccc(Br)cc1	-2	9	0	-4	/	9	5

# Copied from the list.
# entry 43 in PAX8 inh HTS: -20
# entry 35 in CASP6 VEID inh: -2
# entry 32 in DENV2 CPE rescue: -9
# entry 36 in PAX8 inh HTS: 2
# entry 41 in PAX8 inh HTS: 7
# entry 15 in CASP6 VEID inh: -2
# entry 3 in CASP6 VEID inh: -4

# (cont.)
no.	SMILES	ARNT-TACC3 inh	EWS-Fli inh	SIRT5 inh	CASP6 VEID inh	PAX8 inh HTS	DENV2 CPE rescue	LGR2 antag
46	COc1ccc(/C=N/NC(=O)CNC(=O)/C=C/c2ccccc2OC)cc1	5	-2	-9	/	-38	-5	7
47	C=C[C@@H]1c2cccc(C)c2N(S(=O)(=O)c2ccc(C)cc2)[C@H](c2ccccc2)C1(C#N)S(=O)(=O)c1ccccc1 (stereo partly specified)	-10	3	/	-1	9	-1	-2
48	CCOC(=O)[C@H]1[C@H]2COc3ccc(Br)cc3[C@@H]2N2C(=O)CN(Cc3ccco3)C(=O)[C@@]12C	-1	9	/	0	-5	50*	-7
49	Cc1ccc(S(=O)(=O)N2[C@@H](c3cccc(C)c3)C(C(=O)O)=C[C@H]2C(C)(C)C)cc1	0	-19	-3	2	-3	0	9
50	COC(=O)c1cnn(-c2nc(OC)cc(OC)n2)c1C	-2	-9	-4	1	-13	2	-10
51	CCC1COCCS(=O)(=O)N1Cc1cccc(C(F)(F)F)c1 (stereo unspecified)	29	-3	1	-5	0	/	14
52	CN1CCN(C(=O)C[C@H]2C[C@H]3c4cc(NS(C)(=O)=O)ccc4O[C@H]3[C@H](CO)O2)CC1	-1	5	1	-16	-3	-4	9
53	COc1ccc(/C=C/C(=O)OCC(=O)NC2CCCCCC2)cc1	/	-8	-4	-2	-7	19	10
54	COC(=O)[C@H](Cc1c[nH]c2ccccc12)NC(=O)Nc1ccccc1OC	1	2	-4	1	-9	7	4
55	CN1CCN(NC(=O)c2ccc(Cl)c(S(=O)(=O)Nc3ccc(Cl)cc3)c2)CC1	5	1	-2	-8	19	-4	-5
56	Nc1c(C(=O)N2CCCCC2)sc2nc3c(cc12)CCCC3	34	-125	-5	0	-226	0	-67
57	Cc1ccccc1NC(=O)COC(=O)c1ccc(S(C)(=O)=O)c([N+](=O)[O-])c1	-9	10	-5	2	?	/	1
58	O=C(Nc1nccs1)[C@@H]1[C@@H](CO)[C@@H]2Cn3c(cccc3=O)[C@@H]2N1C(=O)C1CCCC1	/	-7	-1	2	/	9	-1
59	CC1CCN(c2ccc3nnc(CCC(=O)Nc4ccc(F)c(F)c4)n3n2)CC1	0	2	0	1	5	2	7
60	COc1ccc(NC(=O)Nc2ccc3c(c2)C(=O)N([C@@H](C)CO)C[C@H](C)[C@H](CN(C)S(=O)(=O)c2ccc(Cl)cc2)OCCCC[C@@H](C)O3)cc1	1	4	-1	0	-14	?	-15
61	O=c1[nH]sc2ccccc12	-4	24	-2	3	-4	4	9
62	O=C(COc1ccccc1F)NCC(c1ccc(F)cc1)N1CCOCC1 (stereo unspecified)	-5	-6	13	0	-8	9	-8
63	CCOc1ccc2nc(N(CCCN(C)C)C(=O)c3ccc(S(=O)(=O)N4CCc5ccccc5C4)cc3)sc2c1	-6	/	1	-8	-6	5	21
64	Cc1c(Br)ccc(NC(=O)Cn2nc(-c3cccs3)ccc2=O)c1C	-3	/	-2	-2	2	-6	-12
65	O=C1NC(=O)C2(N1)c1ccccc1-c1ccccc12	-2	1	1	-1	-4	-3	13
